GLS inhibitor = inhibitors of human glutaminase (GLS) | O94925 | GLS enzymatic activity, qHTS titration | Potency, µM (titrated, usually from 45.5 µM), without a hit: top-dose activity change, negative = inhibition, hits mostly inhibitors | hit rate 0.21% among 410,000 | AID 624170; further: on the % scale 0 is the no-effect control and ±100 the full control effect
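Two-point fluorescence kinetic (t0, 30 min RT) for hKGA; glutamate detected via glutamate oxidase–HRP–Amplex Red. Substrate: 1 mM L-glutamine solution; buffer 45 mM KH2PO4, pH 8.2.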
Pin1 inhibitor = human Pin1 inhibition; Q13526; Pin1 FP peptide displacement, HiFluor488, 10 min; Potency, µM (top dose mostly 115 µM), without a hit: at the top dose activity, negative = inhibition, most hits filed as inhibitors; hit rate 0.009% among 390,000; active means well fitted inhibition curve with a large enough effect in the polarisation, with a control signal flat, not every such curve was filed as active; inconclusive means small, poorly fitted or top-dose-only effect, or effect the other way, or a change in a side signal; inactive means no such curve, though single readings can be large or run the other way; the % refers to the polarisation; further: on the % scale 0 is the no-effect control and ±100 the full control effect
Target sequence (Q13526 whole entry, looked up): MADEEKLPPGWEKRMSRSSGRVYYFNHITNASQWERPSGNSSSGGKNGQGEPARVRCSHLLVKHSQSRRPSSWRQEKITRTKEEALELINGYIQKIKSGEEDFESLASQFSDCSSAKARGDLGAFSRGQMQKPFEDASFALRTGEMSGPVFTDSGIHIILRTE
BAZ2B inh = inhibitors of human BAZ2B bromodomain | Potency, µM (top dose mostly 114 µM), for inactives: at the highest dose activity change, negative = inhibition, most hits filed as inhibitors | AlphaScreen BAZ2B-H3K14Ac peptide displacement | hit rate 4.4% among 360,000; further: on the % scale 0 is the no-effect control and ±100 the full control effect; nearly all actives have a fitted effect of over 60% in size
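AlphaScreen displacement of biotin-H3(5-23)K14Ac peptide (50 nM final) from BAZ2B (50 nM final) in PBS pH 7.4, 0.01% Tween-20; complex preformed 30 min RT, then compounds (top 110 uM) 30 min RT, beads 20 min dark.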
PGK inhibitor = T. brucei PGK inhibition; P07378; PGK/GAPDH coupled, Kinase-Glo luminescence, 60 min; Potency, µM (doses to about 57.5 µM), without a hit: at the highest dose activity change, negative = inhibition, actives largely listed as inhibitors; hit rate 0.043% among 380,000; AID 602233; further: on the % scale 0 is the no-effect control and ±100 the full control effect; nearly all actives have a fitted effect of over 60% in size
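Luminescent ATP detection (Kinase-Glo Plus) follows a 60-minute room-temperature incubation, with wells lacking PGK as controls. Buffer: 100 mM TEA (pH 7.6), 5 mM MgCl2, 0.01% Tween-20. Coupling enzyme GAPDH (100 nM final) supplies unstable 1,3-BPG in-well.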
BLM inh = Bloom syndrome helicase (human) inhibition; P54132; recombinant BLM DNA unwinding, fluorescence dequenching; Potency, µM (doses to about 56.1 µM), without a hit: at the highest dose activity change, negative = inhibition, hits mostly inhibitors; hit rate 0.2% among 350,000; AID 2528;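 further: plate controls were vehicle for no effect and no enzyme for full effect; nearly all actives have a fitted effect of over 35% in size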
G9a inh = inhibitors of human histone lysine methyltransferase G9a; Q96KQ7; G9a H3K9 monomethylation, AlphaScreen, 2 h; Potency, µM (top dose mostly 102 µM), inactives show at the top dose activity, negative = inhibition, actives largely listed as inhibitors; hit rate 8.8% among 350,000; further: on the % scale 0 is the no-effect control and ±100 the full control effect; nearly all actives have a fitted effect of over 75% in size
Target sequence (Q96KQ7 913-1193 limits assumed): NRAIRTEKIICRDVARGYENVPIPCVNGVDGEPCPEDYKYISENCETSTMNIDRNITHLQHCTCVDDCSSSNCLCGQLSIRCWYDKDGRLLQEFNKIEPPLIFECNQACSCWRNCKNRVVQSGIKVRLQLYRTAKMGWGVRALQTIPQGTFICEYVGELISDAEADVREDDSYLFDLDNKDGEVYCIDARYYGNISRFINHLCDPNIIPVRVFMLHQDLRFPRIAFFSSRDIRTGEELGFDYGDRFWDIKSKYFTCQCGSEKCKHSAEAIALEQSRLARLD
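Readings reflect AlphaScreen signal from monomethyl-H3K9 antibody detection. HMT at 20 nM; substrate b-H3K9 500 nM; cofactor SAM 20 uM; 2 h RT reaction; compounds tested as titrations in qHTS with 15 min preincubation.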
HP1b binding inh = HP1-beta chromodomain-methylated histone interaction inhibition | Potency, µM (doses to about 114 µM), for the others: at the top dose activity change, negative = inhibition, actives largely listed as inhibitors | hit rate 0.56% among 390,000 | AlphaScreen HP1-beta / biotin-H3K9me3 peptide binding | P83916 | AID 540317; further: nearly all actives have a fitted effect of over 70% in size; inactives centre near 23
Target sequence (P83916 whole entry, looked up): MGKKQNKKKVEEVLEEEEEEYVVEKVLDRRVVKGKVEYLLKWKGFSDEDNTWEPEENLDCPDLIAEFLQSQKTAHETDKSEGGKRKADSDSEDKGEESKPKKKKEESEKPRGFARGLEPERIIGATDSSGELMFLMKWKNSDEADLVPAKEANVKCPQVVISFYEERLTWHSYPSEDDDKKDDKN
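HP1-beta protein (50 nM final) preincubated 30 min at room temperature with biotinylated H3(1-18)K9me3 peptide (50 nM) in PBS pH 7.4, 0.01% Tween-20, then compound added for 30 min. AlphaScreen streptavidin donor/nickel chelate acceptor beads (10 ug/mL final), 30 min dark, luminescence read.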
POLI inh = inhibitors of human DNA polymerase iota | hit rate 1% among 390,000 | Pol iota fluorescent replication assay, 10 min | Potency, µM (highest dose often 115 µM), for inactives: at the top dose activity, negative = inhibition, hits mostly inhibitors | Q9UNA4
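Fluorescent replication assay read twice, at 0 min and 10 min after adding 50 nM (final) substrate. Enzyme (10 nM) and compounds were first incubated 15 min at room temperature; enzyme-free buffer wells were negative controls.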
JMJD2A Tudor = blocks the human JMJD2A Tudor domain; O75164; AlphaScreen JMJD2A-Tudor / H3K4me3 peptide binding; Potency, µM (highest dose often 114 µM), for inactives: top-dose activity change, negative = inhibition, hits mostly inhibitors; hit rate 4.4% among 390,000; AID 504339; further: on the % scale 0 is the no-effect control and ±100 the full control effect; nearly all actives have a fitted effect of over 50% in size
The depositor's hits bear a star; i = inactive; ? = inconclusive; nt = not tested or not shown; [ ] = dose if it differs, or a comment. Unless noted, the call rests on the fitted dose curve; in most records, active means well fitted curve in the direction sought with a large enough effect; inconclusive means small, poorly fitted or top-dose-only effect, or another doubt; inactive means no such curve, though single readings can be large; an effect the other way counts as inactive or inconclusive. Potency means the concentration at half of the fitted maximal effect. Only part of the results is shown. The share of hits here may be higher or lower than overall.

Start of the listing, in advance (9 entries):
#1 Cn1c(=O)[nH]c(=O)c2c1nc(CN1CCN(c3ccc(F)cc3)CC1)n2CCCc1ccccc1
#2 COc1ccc(NC(=O)Cn2cnc3ccccc3c2=O)cc1OC
#3 CC(=O)c1ccc(NC(=S)NCc2cccnc2)cc1
#4 CNC(=O)C1CC(=O)N(c2ccc(OCC(=O)Nc3ccccc3C)cc2)C1 (stereo not given)
#5 Cc1ccc(C)c2c1cc(C)c1nnc(SCC(=O)c3cccs3)n12
#6 CC(NC(=O)COC(=O)CCN1C(=O)C2CC=CCC2C1=O)c1ccc(Br)cc1 (stereo not given)
#7 CCN(CC)c1ccc(NC(=O)c2cccc(OC)c2)c(C)c1
#8 COc1ccccc1CNC(=O)C1Cc2cc(S(=O)(=O)N3CCCCC3)ccc2N1C(C)=O (stereo not given)
#9 CS(=O)(=O)N1CCN(c2ccc([N+](=O)[O-])c(NCc3cccnc3)c2)CC1

| screen / no. | 1 | 2 | 3 | 4 | 5 | 6 | 7 | 8 | 9 |
| --- | --- | --- | --- | --- | --- | --- | --- | --- | --- |
| G9a inh | 10%[59 µM] | nt | -22% | -6% | 13µM* | 7%[12.7 µM] | ? | 1% | nt |
| POLI inh | -8%[58.9 µM] | -9% | 67%[activator] | 30% | -2% | 17% | 10% | 15% | -13% |
| BLM inh | 0% | 2% | -1% | nt | 4% | nt | -4% | -1% | 3% |
| GLS inhibitor | -5% | 1% | -1% | 4% | 7% | -8% | 38%[activator] | 4% | 0% |
| HP1b binding inh | 1% | 28% | 36% | 20% | 23% | 42%[activator] | -18% | 56%[activator] | 27% |
| JMJD2A Tudor | -20% | -4% | -25% | -14% | ? | -6% | ? | -2% | -23% |
| BAZ2B inh | -8% | -10% | -32% | -1% | 1% | -1% | ? | -25% | ? |
| Pin1 inhibitor | 10% | -2% | -1% | -1% | -10% | 2% | 0% | -1% | -1% |
| PGK inhibitor | -10% | i | -5% | -8% | -8% | 0% | -5% | 5% | -7% |

The list itself (from the top)
#1 Cn1c(=O)[nH]c(=O)c2c1nc(CN1CCN(c3ccc(F)cc3)CC1)n2CCCc1ccccc1
#2 COc1ccc(NC(=O)Cn2cnc3ccccc3c2=O)cc1OC
#3 CC(=O)c1ccc(NC(=S)NCc2cccnc2)cc1
#4 CNC(=O)C1CC(=O)N(c2ccc(OCC(=O)Nc3ccccc3C)cc2)C1 (stereo not given)
#5 Cc1ccc(C)c2c1cc(C)c1nnc(SCC(=O)c3cccs3)n12
#6 CC(NC(=O)COC(=O)CCN1C(=O)C2CC=CCC2C1=O)c1ccc(Br)cc1 (stereo not given)
#7 CCN(CC)c1ccc(NC(=O)c2cccc(OC)c2)c(C)c1
#8 COc1ccccc1CNC(=O)C1Cc2cc(S(=O)(=O)N3CCCCC3)ccc2N1C(C)=O (stereo not given)

| screen / no. | 1 | 2 | 3 | 4 | 5 | 6 | 7 | 8 |
| --- | --- | --- | --- | --- | --- | --- | --- | --- |
| G9a inh | 10%[59 µM] | nt | -22% | -6% | 13µM* | 7%[12.7 µM] | ? | 1% |
| POLI inh | -8%[58.9 µM] | -9% | 67%[activator] | 30% | -2% | 17% | 10% | 15% |
| BLM inh | 0% | 2% | -1% | nt | 4% | nt | -4% | -1% |
| GLS inhibitor | -5% | 1% | -1% | 4% | 7% | -8% | 38%[activator] | 4% |
| HP1b binding inh | 1% | 28% | 36% | 20% | 23% | 42%[activator] | -18% | 56%[activator] |
| JMJD2A Tudor | -20% | -4% | -25% | -14% | ? | -6% | ? | -2% |
| BAZ2B inh | -8% | -10% | -32% | -1% | 1% | -1% | ? | -25% |
| Pin1 inhibitor | 10% | -2% | -1% | -1% | -10% | 2% | 0% | -1% |
| PGK inhibitor | -10% | i | -5% | -8% | -8% | 0% | -5% | 5% |

#9 CS(=O)(=O)N1CCN(c2ccc([N+](=O)[O-])c(NCc3cccnc3)c2)CC1
#10 CC(=O)NC(CCS(C)(=O)=O)C(=O)Nc1ccc2c(c1)OCO2 (stereo not given)
#11 Cc1ccc(CNC(=O)CC2Oc3ccccc3NC2=O)cc1 (stereo not given)
#12 O=C(CCNC(=O)OCc1ccccc1)NC1CCCCC1
#13 CCCN1CCN(CCCNC(=S)Nc2ccc(F)cc2)CC1
#14 O=C(O)C1(c2ccccc2)CCN(S(=O)(=O)c2ccc(Cl)s2)CC1
#15 CC(=O)NC1(C(F)(F)F)N=C2SCCN2C1=O (stereo not given)
#16 Cc1csc(SC(C)C(=O)NCC(=O)Nc2ccc(F)c(F)c2F)n1 (stereo not given)

| screen / no. | 9 | 10 | 11 | 12 | 13 | 14 | 15 | 16 |
| --- | --- | --- | --- | --- | --- | --- | --- | --- |
| G9a inh | nt | ? | 8%[59 µM] | 20%[59 µM] | nt | nt | 13% | ? |
| POLI inh | -13% | -5% | 32%[activator] | 13% | 17% | 6% | 8% | 68%[activator] |
| BLM inh | 3% | -1% | -1% | 3% | -2% | 2% | -2% | -7% |
| GLS inhibitor | 0% | -8% | -2% | 6% | -1% | 2% | -7% | -4% |
| HP1b binding inh | 27% | 48%[activator] | 30% | 23% | 53%[activator] | 29% | 40% | 32% |
| JMJD2A Tudor | -23% | -7% | -3% | 5%[57.1 µM] | 5% | -4% | -13% | 13% |
| BAZ2B inh | ? | -39% | 2% | -5% | -1% | 1% | ? | -2% |
| Pin1 inhibitor | -1% | 1% | -4% | -1% | 1% | -2% | 1% | 0% |
| PGK inhibitor | -7% | -2% | -7% | 1% | -10% | -11% | 3% | 3% |

#17 CCOC(=O)N1CCN(C(=O)CCNS(=O)(=O)c2ccccc2)CC1
#18 COc1cc2nc(CN3CCN(S(=O)(=O)c4ccc(Br)cc4)CC3)[nH]c(=O)c2cc1OC
#19 CS(=O)(=O)c1ccc(SCC(=O)NC2CCS(=O)(=O)C2)c([N+](=O)[O-])c1 (stereo not given)
#20 CC(=O)NC(CC(=O)Nc1cccc(S(=O)(=O)N2CCCCC2)c1)c1ccccc1 (stereo not given)
#21 COc1ccc(C(=O)NCC(=O)N2CCN(c3ncccn3)CC2)cc1OC
#22 O=C(Cn1nc(-c2ccccc2)c2cnc3ccccc3c21)Nc1ccccc1
#23 Cc1nc2ncnn2c(C)c1CCC(=O)NC(C)c1ccc2c(c1)OCCO2 (stereo not given)
#24 Cc1ccc(S(=O)(=O)NC(=S)c2ccccc2)cc1
#25 Cc1ccc(NC(=S)Nc2ccc(S(=O)(=O)Nc3ncccn3)cc2)c(C)c1

| screen / no. | 17 | 18 | 19 | 20 | 21 | 22 | 23 | 24 | 25 |
| --- | --- | --- | --- | --- | --- | --- | --- | --- | --- |
| G9a inh | 5% | nt | 32µM* | 50µM* | 25%[2.33 µM] | 10%[59 µM] | 18%[0.0925 µM] | nt | 9% |
| POLI inh | 34%[activator] | 10% | 28% | 1% | 30%[activator] | 19% | -8% | 16% | -13% |
| BLM inh | -5% | nt | -3% | 2% | nt | 0% | -1% | nt | -1% |
| GLS inhibitor | 2% | 0% | 1% | -13% | 0% | 1% | nt | 5% | 3% |
| HP1b binding inh | 32% | 17% | 17% | 4% | 40% | 8% | 13% | -10% | 44%[activator] |
| JMJD2A Tudor | 7% | -25% | 1% | -19% | -1% | -13% | 22% | -8% | -14% |
| BAZ2B inh | 0% | nt | -9% | -24% | 11% | -2% | -3% | nt | -2% |
| Pin1 inhibitor | -5% | 3% | -1% | 3% | 7% | -2% | 0% | -12% | -3% |
| PGK inhibitor | 1% | 0% | 0% | -4% | 8% | -8% | -8% | 7% | 1% |
